Assay outcomes deposited in PubChem by National Center for Advancing Translational Sciences (NCATS).
DT40 TDP1 no CPT: qHTS for Inhibitors of human tyrosyl-DNA phosphodiesterase 1 (TDP1): qHTS in cells in absence of CPT; DT40 Tdp1-/- hTDP1 cells, no CPT, ATP luminescence, 48 h; Potency, µM (highest dose often 46.2 µM), for the others: top-dose activity change, negative = growth inhibition, actives largely listed as inhibitors; AID 686978, 2013; 420,000 compounds, 15% hits; also: nearly all actives have a fitted effect of over 55% in size
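Growth of hTDP1-complemented DT40 Tdp1-knockout cells is measured by ATP luminescence after at least 48 hr compound exposure at 37 °C, with DMSO substituting for the 20 nM CPT used in the parallel screen.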
GCN5L2 inh: GCN5L2 (KAT2A) acetyltransferase inhibition; 390,000 compounds, 0.21% hits; GCN5L2 HAT assay, ThioGlo1 CoA-SH fluorescence; Q92830; AID 504327; Potency, µM (top dose mostly 58.9 µM), for the others: at the highest dose activity change, negative = inhibition, usual class: inhibitors
Target sequence (Q92830 whole entry, looked up): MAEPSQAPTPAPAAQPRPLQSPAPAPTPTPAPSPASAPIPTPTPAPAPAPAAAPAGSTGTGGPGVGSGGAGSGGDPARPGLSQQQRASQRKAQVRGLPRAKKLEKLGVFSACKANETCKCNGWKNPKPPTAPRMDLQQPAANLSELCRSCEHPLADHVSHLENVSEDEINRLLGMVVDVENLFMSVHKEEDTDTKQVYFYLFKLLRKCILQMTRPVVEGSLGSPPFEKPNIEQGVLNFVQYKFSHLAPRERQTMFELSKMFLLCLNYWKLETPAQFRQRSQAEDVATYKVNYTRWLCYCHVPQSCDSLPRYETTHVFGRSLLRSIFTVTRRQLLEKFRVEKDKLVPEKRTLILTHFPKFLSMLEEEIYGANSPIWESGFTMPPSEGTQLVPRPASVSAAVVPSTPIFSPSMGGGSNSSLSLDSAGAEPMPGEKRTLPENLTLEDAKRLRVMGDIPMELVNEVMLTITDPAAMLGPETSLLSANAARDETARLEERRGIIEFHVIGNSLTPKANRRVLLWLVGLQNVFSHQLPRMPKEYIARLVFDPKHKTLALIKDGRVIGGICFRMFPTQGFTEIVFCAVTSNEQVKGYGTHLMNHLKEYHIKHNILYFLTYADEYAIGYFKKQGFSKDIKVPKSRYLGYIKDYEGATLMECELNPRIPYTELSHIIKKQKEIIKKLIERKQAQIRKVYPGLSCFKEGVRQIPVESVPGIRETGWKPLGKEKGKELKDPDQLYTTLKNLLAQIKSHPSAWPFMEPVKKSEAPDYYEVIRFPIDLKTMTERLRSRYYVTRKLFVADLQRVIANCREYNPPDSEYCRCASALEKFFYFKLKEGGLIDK
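Free CoA generated was detected with ThioGlo1 (50uM) fluorescence at Ex340nm/Em540nm, read immediately and after 20 min at room temperature. Enzyme, 20 nM in HEPES pH 7.5 buffer, saw compounds 15 min before adding 75uM H3(1-25) peptide and 70uM acetyl-CoA.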
TDP1 cell CPT: DT40-hTDP1 cell growth loss with CPT | Potency, µM (doses to about 46.2 µM), for inactives: top-dose activity change, negative = growth inhibition, most hits filed as inhibitors | 420,000 compounds, 12% hits | chicken DT40 Tdp1-/-;hTDP1 cells + 20 nM CPT, ATP luminescence, 48 h | AID 686979; also: nearly all actives have a fitted effect of over 55% in size
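Chicken DT40 Tdp1-/- cells complemented with human TDP1, 400 cells/well, exposed to compounds plus 20 nM camptothecin for at least 48 h at 37 C; viability read as ATP content by CellTiter-Glo luminescence.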
* hit, by the source's call; ? = inconclusive; nt = not tested or not shown; & = joins results of further samples; [ ] = remark or other dose. Calls follow the shape of the dose curve; as a rule, active = well fitted curve in the direction sought with a large enough effect; inconclusive = small, poorly fitted or top-dose-only effect, or another doubt; inactive = no such curve, though single readings can be large; an effect the other way counts as inactive or inconclusive. % is scaled to controls: 0 for no effect and ±100 for the full control effect; potency is read from the fitted curve at half-maximal effect.

SMILES	DT40 TDP1 no CPT	GCN5L2 inh	TDP1 cell CPT
O=c1cnnc(Nc2cccc(C(F)(F)F)c2)[nH]1	-2%	-2%	-5%
O=C(CSc1nncn1-c1ccccc1)NC1CCCCC1	-2%	14%	-3%
COc1cc(C)c(S(=O)(=O)NCCCn2ccnc2)cc1C	18µM*	-8%	15µM*
Cc1cc(OCc2cc(C(=O)NCc3cc(C(C)C)no3)no2)cc(C)c1Cl	-13%	-1%	-26%
Cc1cc(C(=O)N/N=C/c2c(C)nn(-c3ccccc3)c2C)n[nH]1	-19%	-6%	0%
Cc1nn(C)c2c1c(-c1ccccc1)cc(=O)n2Cc1ccc(F)cc1Cl	?	0%	-25%
O=C(NCc1ccccc1)C(=O)NCC1OCCN1S(=O)(=O)c1ccc2c(c1)OCCO2 (centres undefined)	-18%	-2%	?
CCOc1ccc(S(=O)(=O)N2CCOCC2)cc1[N+](=O)[O-]	-7%	0%	-11%
COc1ccc(S(=O)(=O)N(C)C[C@H]2Oc3ccc(NS(=O)(=O)c4ccc(F)cc4)cc3C(=O)N([C@H](C)CO)C[C@@H]2C)cc1	?	-6%	?
Cc1ccc(C)c(NS(=O)(=O)c2ccc(-c3ccc(=O)[nH]n3)o2)c1	3%	0%	-4%
Cc1c(NC(=O)C(CC(=O)O)NCc2ccco2)c(=O)n(-c2ccccc2)n1C (centres undefined)	-8%	0%	-6%
CS(=O)(=O)N1CCCC(C(=O)Nc2ccccc2F)C1 (centres undefined)	6%	0%	-7%

Two records drawn at random from the list so far:
SMILES	DT40 TDP1 no CPT	GCN5L2 inh	TDP1 cell CPT
COc1cc(C)c(S(=O)(=O)NCCCn2ccnc2)cc1C	18µM*	-8%	15µM*
O=c1cnnc(Nc2cccc(C(F)(F)F)c2)[nH]1	-2%	-2%	-5%

Next entries
SMILES	DT40 TDP1 no CPT	GCN5L2 inh	TDP1 cell CPT
N#Cc1cc(S(=O)(=O)N2CCOCC2)ccc1N1CCOCC1	20%	-9%	1%
CCN(CC)C(=O)c1sc(N)c(C#N)c1C	-7%	-2%	-12%
Cc1ccccc1OCCC(=O)OCC(=O)NNC(=O)c1cccs1	2%	-4%	3%
COC(=O)CCC(=O)Nc1ccc(S(=O)(=O)Nc2nc(C)cc(C)n2)cc1	1%	-22%	-16%
COC(=O)c1ccc(N(CC(=O)NC2CCCC2)C(=O)c2ccc(C)s2)cc1	-11%	-1%	-8%
COc1ccc(CNS(=O)(=O)CCNC(=O)c2cccc(OC)c2)cc1	8%	-3%	9%
CCn1c(-c2ccc(Cl)cc2)n[nH]c1=S	-16%	4%	-1%
CC(O)CNc1nc2ccccc2n1CC(=O)NC12CC3CC(CC(C3)C1)C2 (centres undefined)	?	-3%	-28%
Cc1nc2c(c(C)nn2-c2ccccc2)c(C)c1C	-4%	nt	0%
COc1ccc(CN2CCCC(N3CCN(c4ccc(OC)cc4)CC3)C2)cc1 (centres undefined)	-17%	2%	-1%
CC(=O)c1ccc(NC(=O)CCNS(=O)(=O)c2cccc3nonc23)cc1	-18%	-16%	-7%
Cc1ccnn1-c1ccc(C(=O)OCC(=O)Nc2ccc(F)cc2)cc1	-17%	1%	-11%
O=C(CCN1C(=O)c2ccccc2S1(=O)=O)Nc1ccc(F)c([N+](=O)[O-])c1	-28%	3%	1%
CCCNC(=O)CSc1nc(-c2ccc(OC)cc2)cc(C(F)(F)F)n1	?	3%	?
CCNC(=S)N(Cc1ccc2c(c1)OCO2)C1CC(=O)N(c2ccc(F)cc2)C1=O (centres undefined)	?	-1%	-14%
CC(=O)N1CCCC1c1nc2ccccc2n1Cc1cccc(Cl)c1 (centres undefined)	?	-1%	-22%
COc1ccc(C(=O)Nc2cc(OC)c(NC(=O)c3ccco3)cc2OC)cc1	?	-14%	?
COc1ccc(NC(=O)c2ccc3c(=O)n4nc(Nc5cc(C)ccc5C)sc4nc3c2)cc1	5.8µM*	-7%	6.5µM*
COc1cc(NS(=O)(=O)c2ccc(NC(=O)CCC(=O)O)cc2)nc(OC)n1	-21%	3%	-6%
O=C(NCc1ccccc1Cl)c1ccc2nc([C@H]3C[C@H](O)[C@@H](CO)O3)[nH]c2c1	-3%	nt	-7%
COCC(=O)Nc1cc(C(=O)Nc2cccc(C)c2C)ccc1Cl	-21%	-4%	-24%
CCN(CC)CCNC(=O)c1ccccn1	-20%	?	-6%
CC1(C)Cc2ccccc2C(NNC(=O)c2ccncc2)=N1	-25%	-16%	-11%
Cc1c(N(C)S(=O)(=O)c2cc(C(=O)NCC3CCCO3)ccc2Cl)c(=O)n(-c2ccccc2)n1C (centres undefined)	2%	-2%	10%
CC1(C(=O)Nc2cnc3ccccc3c2)CCN1Cc1ccc(-c2ccccc2)o1 (centres undefined)	16µM*	nt	?
CCCCCCCCCCCCCC(=O)N[C@H](C)[C@@H](O)c1ccccc1	7%[4.12 µM]	-11%	2%[4.12 µM]
COc1ccc(C(=O)NCC(=O)NCCc2c[nH]c3ccccc23)cc1OC	0%	-2%	-1%
COc1ccc(Cl)cc1S(=O)(=O)N1CCN(Cc2ccc3c(c2)OCO3)CC1	-24%	-19%	-29%
COc1ccc(NC(=O)COc2ccccc2C(=O)Nc2ccccc2)cc1	?	nt	?
COc1ccc2nc(NC(=O)c3cccnc3SC)sc2c1	?	-8%	-13%
COc1ccc(/C=N/NC(=O)CCc2nc3ccccc3[nH]2)cc1	-25%	-2%	-14%
CCN(CC)Cc1c(O)ccc2c(C)c(CC(=O)OC)c(=O)oc12	1%	?	-8%
CCCCC1CCC(c2nc(-c3cccnc3)no2)CC1 (centres undefined)	-30%	-10%	-30%
CC(C)(C)C(=O)Nc1cccc2[nH]ncc12	-6%	-3%	-1%
COc1ccc(Nc2cc(C)nc3c(C)cccc23)cc1OC	-42%	-1%	-24%
C=C1CSc2nc(=O)c3c4c(sc3n21)CCC4	-20%	0%	1%
CCOc1ccccc1CN1CCN(C2CCC2)CC1CCO (centres undefined)	2%	-1%	2%
O=C(CCSCc1cccc(F)c1)NCCc1ccccc1	-12%&-18%	-4%&-4%	2%&-14%
Cc1ccc(Nc2nc(C(=O)NCc3ccco3)cs2)cc1	?	-2%	?
COCCNC(=O)C1CCCN(C(=O)C2(c3ccc(Cl)cc3)CCCC2)CC1 (centres undefined)	?	nt	-23%
COc1cccc(NC(=O)C/C(C)=N/NC(=O)C2CCCCC2)c1	-5%	2%	-21%
Cn1c(SCc2nnc3n2CCCCC3)nc2ccccc21	0%	-7%	-14%
O=c1nc(-c2ccccc2)nc(-c2ccccc2)[nH]1	?	3%	0%
CC(C)CC(NC(=O)OC(C)(C)C)C(=O)NC(C(=O)NC(C)C(N)=O)C(C)C (centres undefined)	-6%	0%	3%
CC(C)Cn1c(N)c(C(=O)COC(=O)Cc2cccs2)c(=O)n(C)c1=O	23µM*	-25%	18µM*
C[C@H](CO)N1C[C@H](C)[C@H](CN(C)Cc2ccc(Oc3ccccc3)cc2)Oc2ccc(NC(=O)Nc3cccc4ccccc34)cc2CC1=O	?	-2%	?
COCCCNC(=O)CN1CCN(Cc2ccc(Cl)cc2)C1=O	-8%	-5%	5%
COc1ccc(OCC(O)Cn2c(N3CCCCC3)nc3c2c(=O)n(C)c(=O)n3C)cc1 (centres undefined)	16µM*	-17%	?

Exported with values under each structure: 2 of the compounds above
Every second line gives: DT40 TDP1 no CPT, GCN5L2 inh, TDP1 cell CPT
> Cc1ccccc1OCCC(=O)OCC(=O)NNC(=O)c1cccs1
 : 2%, -4%, 3%
> Cc1nc2c(c(C)nn2-c2ccccc2)c(C)c1C
 : -4%, nt, 0%

Next entries.
SMILES	DT40 TDP1 no CPT	GCN5L2 inh	TDP1 cell CPT
NS(=O)(=O)c1ccc(CCNC(=O)CSCC(=O)Nc2ccc(Cl)cc2)cc1	3%	-1%	-11%
N#C/C(=C\C=C\c1ccccc1[N+](=O)[O-])C(=O)NCc1ccccc1	6.5µM*	-10%	4.6µM*
O=[N+]([O-])c1ccc(O)c(Nc2ncnc3ccccc23)c1	1%	-18%	-8%
O=C1c2oc3ccccc3c(=O)c2C(c2ccccc2)N1Cc1ccc2c(c1)OCO2 (centres undefined)	-26%	-3%	-11%
Cc1ccc2nc(N(CCCN(C)C)C(=O)c3ccc(S(=O)(=O)N4CCOCC4)cc3)sc2c1	-11%	-2%	-26%
NC(=O)c1ccc(NC(=O)COc2cccc3c2CCNC3=O)cc1	-21%	-3%	-1%
COc1cc(SC)ccc1C(=O)Nc1cccc(S(=O)(=O)NC2=NCCCCC2)c1	?	0%	21µM*
CC1=CC(C)[C@@H]2COC(c3ccc(O)cc3)[C@H]1C2C (some centres undefined)	?	-15%	?
O=c1c2ccccc2oc2nc3n(c(=O)c12)CCCS3	?	-2%	-13%
CCOC(=O)C(Oc1ccc(=O)n(-c2ccccc2)n1)C(C)=O (centres undefined)	-10%	-3%	-10%
COC(=O)c1cc(N/C(N)=N/c2nc(C)cc(C)n2)cc(C(=O)OC)c1	?	nt	?
Cc1nc(-c2ccc(-n3nncc3-c3ccco3)cc2)cs1	-16%	1%	-8%

Complete entries, quoted from the list. Order of screens: DT40 TDP1 no CPT, GCN5L2 inh, TDP1 cell CPT
NC(=O)c1ccc(NC(=O)COc2cccc3c2CCNC3=O)cc1 as listed: -21%, -3%, -1%
Cc1nc(-c2ccc(-n3nncc3-c3ccco3)cc2)cs1 as listed: -16%, 1%, -8%
CCOC(=O)C(Oc1ccc(=O)n(-c2ccccc2)n1)C(C)=O (centres undefined) as listed: -10%, -3%, -10%
O=C1c2oc3ccccc3c(=O)c2C(c2ccccc2)N1Cc1ccc2c(c1)OCO2 (centres undefined) as listed: -26%, -3%, -11%

Next section:
SMILES	DT40 TDP1 no CPT	GCN5L2 inh	TDP1 cell CPT
CCOc1ccc(OCCCC(=O)NC2=NCCS2)cc1	-8%	2%	8%
CCN1CCN(c2ncnc3c2cnn3-c2ccc(C)c(C)c2)CC1	18µM*	1%	?
Cc1c(C(=O)O)oc2ccc3c(c12)C(O)CC(C)(C)O3 (centres undefined)	11%	0%	-3%
COc1ccc(-n2nc(C(=O)NCC(=O)N3CCOCC3)c3ccccc3c2=O)cc1Cl	-3%	-4%	6%
COc1cc(NS(=O)(=O)c2ccc(NC(=O)COc3ccc(C)cc3)cc2)nc(OC)n1	-12%	1%	20%
Cc1ccccc1-c1ccccc1CN1[C@@H](C(C)C)COCCS1(=O)=O	18µM*	-8%	?
CC(C)C(=O)NNc1ccccc1	-3%	4%	3%
Cc1cc(C)c(NC(=O)CSc2nnc3[nH]c(=O)cc(C)n23)c(C)c1	2%	-4%	-4%
CN(CC(=O)NCc1cccs1)S(=O)(=O)c1cccc2nsnc12	-18%	-5%	17%
COc1ccc(CNC(=O)Cn2nc(C(F)(F)F)c3c2CCC3)cc1	1%	-5%	-20%
CN(C)CC(C)(C)CNS(=O)(=O)c1ccc(Cl)s1	-5%	-2%	-1%
CCSc1ncnc2c(C#N)c3n(c12)CCCCC3	?	-11%	-13%
NC(=S)N/N=C1\c2ccccc2-c2c(C(=O)O)cccc21	-9%	-27%	-8%
COc1ccccc1N1CCN(CC(O)COc2ccc3c(c2)CCC3)CC1 (centres undefined)	?	-2%	16µM*
COc1cc(NC(=O)c2ccc3c(c2)OCO3)ccc1NC(=O)C(C)C	-14%	-3%	-25%
O=C1c2ccccc2C(=O)N1CN(C(=O)COc1ccc(Cl)cc1Cl)c1cccc(F)c1	?	29%	?
O=C(NC1CC2CCCC(C1)N2Cc1ccco1)NC12CC3CC(CC(C3)C1)C2 (centres undefined)	18µM*	-2%	21µM*
COc1cc(OC)cc(C(=O)NC2CCCN(Cc3ccc(Cl)cc3)C2)c1 (centres undefined)	?	-8%	?
O=C(CN1CCN(c2ncccn2)CC1)N1CCCC1	2%	0%	-5%
Cc1nc2nc(C)c(NS(=O)(=O)c3ccc(Cl)cc3)c(=O)n2[nH]1	-22%	-7%	-3%
CCC(C)c1ccccc1N1CC(C(=O)Nc2ccccc2N2CCCC2)CC1=O (centres undefined)	?	?	?
Cc1ccc(Cn2c(SCc3ccc(C(=O)N4CCCCC4)cc3)nc3ccncc32)cc1	8.2µM*	0%	18µM*
COc1ccc(NC(=O)COc2ccc(N(C)S(=O)(=O)c3ccc(C)cc3)cc2)cc1	?	-7%	?
CCN(CC)CC(=O)NC1CC(C)(C)Cc2c1cnn2-c1ccc(F)cc1 (centres undefined)	-23%	-5%	-27%
COc1ccc(CCNc2nc(-c3ccc(OC)c(OC)c3)cc(C(F)(F)F)n2)cc1OC	?	-14%	18µM*
Cn1c(NCc2cccnc2)nc2cc(-c3ccc(F)cc3)sc2c1=O	-2%	nt	-9%

Not all compounds are listed; rates above refer to the full screens.
